TPT1 inhibitor: inhibitors of Candida albicans tRNA 2'-phosphotransferase TPT1; recombinant caTPT1, FP RNA substrate dephosphorylation; inhibition, % at 5 µM; 300,000 tested, 0.81% active;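 active means inhibition above the mean of all tested compounds plus 3 SD, set per screening campaign, cut at about 24% in these data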;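 further: plate controls were DMSO alone for no effect and ferristatin control at 100 nM for full effect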
ZTA counter: blocks Epstein-Barr virus ZTA, an EBNA-1 counter-screen; ZTA-DNA binding, fluorescence polarization; 320,000 tested, 0.15% active; inhibition, % at 11 µM; AID 2234; in the data active means inhibition above about 33%
Target sequence (P03206 whole entry, looked up): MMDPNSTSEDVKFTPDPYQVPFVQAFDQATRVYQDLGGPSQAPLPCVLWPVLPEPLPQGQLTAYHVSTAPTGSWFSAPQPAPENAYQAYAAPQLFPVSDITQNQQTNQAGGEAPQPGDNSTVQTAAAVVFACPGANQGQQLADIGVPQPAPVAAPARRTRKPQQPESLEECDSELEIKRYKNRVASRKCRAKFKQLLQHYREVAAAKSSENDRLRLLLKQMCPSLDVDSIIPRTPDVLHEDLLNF
EBNA-1 inh: blocks EBNA-1 binding to DNA; EBNA-1 DNA binding, fluorescence polarization; inhibition, % at 14.8 µM; 300,000 tested, 0.34% active; AID 1950; in the data active means inhibition above about 28%
Yeast superoxide: lowers age-related superoxide in aged yeast cells. S. cerevisiae aged cells, superoxide DHE fluorescence; stronger effect = lower value. AID 2690. superoxide response (% of plate mean), % at 10 µM. 330,000 tested, 0.18% active;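 active means superoxide response under a set limit, about three screen SD below normal, cut at about 65% in these data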;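 further: yeast aged for seven days with compound at 30 °C before DHE staining; 100% = average MFI of all compound-treated wells on the plate with controls excluded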
PP5 primary: inhibitors of human protein phosphatase 5 (PP5). inhibition, % at 6.7 µM. purified PP5c, OMFP substrate fluorescence. P53041. 320,000 tested, 0.18% active. AID 1987;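 active means inhibition above the campaign's mean inhibition across all tested compounds plus 3 SD, cut at about 9.5% in these data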;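 further: 0% = DMSO only and 100% = 100 µM cantharidin control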
HCV core dimer: blocks dimerization of HCV core protein | AID 1899 | TR-FRET GST/Flag-core106 dimerization, 1536-well | 300,000 tested, 0.33% active | inhibition, % at 5 µM;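 active means inhibition above the mean of all tested compounds plus 3 SD, set per screening campaign, cut at about 45% in these data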
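Assay system: tagged HCV core106 pair (GST and Flag); medium: KF-containing HEPES buffer, pH 7.45, DTT, CHAPS, BSA; also added: Eu donor and XL665 acceptor anti-tag antibodies; dosing: 5 µM single dose; timing: compound-protein-antibody incubation 4 h at 22.5 °C; signal: TR-FRET 671 and 617 nm emission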
GASC-1 inh: human JMJD2C demethylase inhibition. AID 2099. GST-JMJD2C(1-420) H3K9me3 demethylation, DELFIA europium. Q9H3R0. inhibition, % at 2.35 µM. 330,000 tested, 0.069% active;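 active means more than half of a compound's replicate wells show inhibition beyond 50%, single wells judged on their own value; inconclusive means some, but no more than half, of replicates pass 50% inhibition; inactive means no replicate passes 50% inhibition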;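 further: signal counts dimethyl H3K9 product captured on neutravidin plate; 0% = median of DMSO wells and 100% = 0.3 times that DMSO median; strong numbers were not always called active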
Target sequence (Q9H3R0 1-420 limits assumed): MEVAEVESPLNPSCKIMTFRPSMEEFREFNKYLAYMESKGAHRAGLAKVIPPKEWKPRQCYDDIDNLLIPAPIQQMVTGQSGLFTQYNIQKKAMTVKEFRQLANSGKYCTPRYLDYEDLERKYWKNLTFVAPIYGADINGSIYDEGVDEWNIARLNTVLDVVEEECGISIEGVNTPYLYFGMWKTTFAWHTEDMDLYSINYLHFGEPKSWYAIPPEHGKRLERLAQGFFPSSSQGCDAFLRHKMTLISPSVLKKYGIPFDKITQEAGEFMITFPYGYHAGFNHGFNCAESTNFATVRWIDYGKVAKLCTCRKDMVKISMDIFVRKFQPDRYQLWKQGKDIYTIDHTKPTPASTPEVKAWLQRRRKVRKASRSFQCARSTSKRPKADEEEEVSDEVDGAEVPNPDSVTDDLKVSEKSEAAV
CTSL1 counter: counter-screen for PFM18AAP inhibitors: inhibitors of F. hepatica cathepsin L1; recombinant F. hepatica cathepsin L1, Z-Leu-Arg-MCA fluorescence; inhibition, % at 5.96 µM; 300,000 tested, 0.49% active; AID 1906;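 active means inhibition above the mean of all tested compounds plus 3 SD, set per screening campaign, cut at about 17% in these data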;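 further: 0% = plate median of test compound wells and 100% = 1 µM Z-Phe-Ala-diazomethylketone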
PP1 inh: blocks human PP1-alpha phosphatase, a PP5 counter-screen. inhibition, % at 6.7 µM. 320,000 tested, 0.9% active. purified PP1alpha, OMFP fluorescence;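 active means inhibition above the mean inhibition of all tested compounds plus 3 SD, computed separately for each screening campaign, cut at about 15% in these data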
Target sequence (P62136 whole entry, looked up): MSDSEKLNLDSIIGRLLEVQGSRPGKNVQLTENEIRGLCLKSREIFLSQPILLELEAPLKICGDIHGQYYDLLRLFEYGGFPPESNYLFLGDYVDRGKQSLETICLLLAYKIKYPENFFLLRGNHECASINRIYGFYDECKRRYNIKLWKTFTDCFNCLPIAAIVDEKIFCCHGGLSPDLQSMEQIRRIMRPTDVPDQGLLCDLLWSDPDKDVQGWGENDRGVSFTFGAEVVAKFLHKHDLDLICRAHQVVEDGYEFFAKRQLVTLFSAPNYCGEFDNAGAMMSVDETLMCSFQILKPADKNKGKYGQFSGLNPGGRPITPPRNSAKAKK
* = called active by the depositor; ? = inconclusive; . = no result given. Rows were taken by chance (roughly 3.1% active in at least one column).

SMILES | TPT1 inhibitor | ZTA counter | EBNA-1 inh | Yeast superoxide | PP5 primary | HCV core dimer | GASC-1 inh | CTSL1 counter | PP1 inh
COc1cccc(NC(=O)Cc2nnc(SCC(=O)NC3CCCC3)n2C)c1 | 3 | 3 | -9 | 120 | -7.8 | 2 | 2 | -4 | 2
CN1C(=O)C(=O)/C(=C(/O)c2ccccc2)C1c1ccccc1 (stereo not drawn) | -1 | 10 | -1 | 99 | -0.2 | -5 | 4 | 1 | 1
CN(C)S(=O)(=O)c1ccc(NC(=O)c2ccccn2)cc1 | -2 | 18 | 5 | 92 | 0.7 | -3 | -1 | 1 | 0
COCCNC(=O)/C(C#N)=C/c1ccc(O)cc1 | 1 | -11 | -9 | 97 | -0.6 | 2 | -15 | 6 | -3
COc1cc(C2=NOC(C(=O)N3CCCCCC3)C2)cc(OC)c1OC (stereo not drawn) | -1 | -6 | -2 | 96 | 2.4 | 1 | 0 | -1 | -2
COc1ccc(NC(=O)CN2C(=O)COc3ccc(S(=O)(=O)N4CCCCCC4)cc32)cc1 | 0 | -5 | -10 | 107 | 0.6 | -7 | 7 | -3 | 5
COC(=O)NCC(c1ccc2c(c1)OCO2)N1CCN(c2ccccc2)CC1 (stereo not drawn) | -3 | 4 | 2 | 86 | 0.4 | -2 | -28 | -1 | -6
CCOc1ccc(NC(=O)C2CCCN2C(=O)Oc2ccccc2)cc1 (stereo not drawn) | -3 | 8 | -10 | 95 | -0.8 | 6 | -8 | -1 | -2
COCCNC(=O)c1ccccc1NC(=O)CCSc1ccccc1 | 0 | 0 | -8 | 99 | -4.1 | -3 | -2 | -6 | 3
O=C(Nc1ccn(-c2ccccc2)n1)c1ccc(S(=O)(=O)N2CCCCCC2)cc1 | -2 | -13 | -6 | 97 | 2.5 | 2 | 18 | -6 | -1
CCCCn1c(N)c(N(CCOC)C(=O)C2CC(=O)N(c3ccc(CC)cc3)C2)c(=O)[nH]c1=O (stereo not drawn) | . | 11 | . | 91 | -3.2 | . | 0 | . | 1
O=C(c1ccco1)N1CCN(c2ncnc3c2[nH]c2ccc(Cl)cc23)CC1 | 1 | -19 | -3 | 106 | 1.9 | -2 | -9 | 2 | -2
CCOC(=O)N1CCN(C(=O)c2ccc3oc(CCCc4ccccc4)nc3c2)CC1 | 2 | 2 | -2 | 101 | 2.5 | 2 | -10 | 5 | -2
Cc1nc(-c2cccc(C(F)(F)F)c2)sc1C(=O)O | -5 | 9 | -8 | 134 | -6.2 | 5 | -12 | 0 | -6
CCCCCC(=O)N/N=C/c1ccco1 | -1 | -12 | -2 | 84 | 2.7 | -9 | -1 | -2 | -3
CCOc1ccc(Oc2ccccc2NS(=O)(=O)c2ccc(CCC(=O)O)cc2)cc1 | . | -3 | . | 134 | 3.9 | . | 7 | . | 3
O=C(NC(Nc1nc2ccc([N+](=O)[O-])cc2s1)(C(F)(F)F)C(F)(F)F)c1ccccc1Cl | 17 | -18 | 9 | 90 | 5.5 | -1 | 10 | 3 | 2
CC(C)(C)C(=O)Nc1cc(C(F)(F)F)ccc1-n1ccnc1 | -4 | 5 | 2 | 93 | 1.8 | -1 | -1 | 2 | 1
NC(=O)C1(N2CCCCC2)CCN(C2CC(=O)N(Cc3cccs3)C2=O)CC1 (stereo not drawn) | 1 | 2 | 3 | 94 | -1.8 | 4 | 169 | 1 | 2
CCOC(=O)c1sc(NC(=O)c2c(CC)noc2C)nc1C | . | 1 | . | 88 | 2.8 | . | 0 | . | 3

Only ZTA counter and GASC-1 inh, for some of the entries so far:
Compound	ZTA counter	GASC-1 inh
CN(C)S(=O)(=O)c1ccc(NC(=O)c2ccccn2)cc1	18	-1
COCCNC(=O)/C(C#N)=C/c1ccc(O)cc1	-11	-15
COc1cc(C2=NOC(C(=O)N3CCCCCC3)C2)cc(OC)c1OC (stereo not drawn)	-6	0
COc1ccc(NC(=O)CN2C(=O)COc3ccc(S(=O)(=O)N4CCCCCC4)cc32)cc1	-5	7
COC(=O)NCC(c1ccc2c(c1)OCO2)N1CCN(c2ccccc2)CC1 (stereo not drawn)	4	-28
CCOc1ccc(NC(=O)C2CCCN2C(=O)Oc2ccccc2)cc1 (stereo not drawn)	8	-8

(further entries)
SMILES | TPT1 inhibitor | ZTA counter | EBNA-1 inh | Yeast superoxide | PP5 primary | HCV core dimer | GASC-1 inh | CTSL1 counter | PP1 inh
O=C1CC(c2cccc(Cl)c2)CC(O)=C1C=NC1CCCC1 (stereo not drawn) | 2 | -11 | -9 | 95 | 2.1 | 0 | 10 | 3 | -5
O=C(COc1ccccc1Cl)NCCC1=CCCCC1 | 4 | 6 | 6 | 92 | 2.4 | -1 | 7 | 4 | 3
CC1CCCCC1NC(=O)CN1c2cccc3cccc(c23)S1(=O)=O (stereo not drawn) | . | -12 | . | 88 | 2.8 | . | 6 | . | 1
O=C(CN(Cc1ccccc1Cl)C(=O)c1csnn1)NC1CCCC1 | -1 | -14 | -13 | 106 | 5.7 | 0 | 4 | 2 | 1
Cc1nc2sc(C(c3ccc(Br)cc3)N3CC(C)OC(C)C3)c(O)n2n1 (stereo not drawn) | 0 | -14 | -15 | 103 | 3.3 | -9 | 86 | -1 | -2
C#CCSc1cc(C(F)(F)F)nc(-c2ccccn2)n1 | -1 | 1 | 9 | 87 | 1.0 | 1 | -6 | 0 | 3
COc1c(Cl)ccc(Cl)c1C(=O)NCc1ccco1 | -7 | -1 | 7 | 101 | 3.0 | -1 | 0 | -1 | 5
CNC(C)C#Cc1ccc2c(=O)c3c(OC)cccc3oc2c1 (stereo not drawn) | 4 | 16 | 1 | 105 | 3.1 | 1 | 10 | 0 | 2
Fc1ccc(-c2nc3c(-c4ccc(F)cc4)cnn3cc2CCN2CCOCC2)cc1 | 3 | -5 | -2 | 100 | 0.9 | -1 | -12 | -2 | -3
C=CCN(c1ccc(C(=O)Nc2cccc([N+](=O)[O-])c2)cc1)S(C)(=O)=O | 1 | 1 | -4 | 99 | 1.0 | 11 | 4 | 0 | -2
CC(=O)c1c(N2CCCC2)[nH]c(-c2ccccc2)nc1=S | -5 | -3 | 10 | 89 | 2.7 | 3 | ? | 0 | -2
COc1ccc(C2Nc3ccccc3C(=O)N2NC(C)=O)cc1OC (stereo not drawn) | 5 | -7 | -9 | 94 | -1.4 | -1 | 4 | 3 | -8
O=C(O)c1ccc(N2Cc3ccccc3C2)cc1O | 0 | -5 | 8 | 100 | 3.9 | 0 | 5 | -1 | 3
O=C(c1ccccc1NS(=O)(=O)c1ccc(Br)s1)N1CCOCC1 | -2 | -2 | 3 | 120 | -0.9 | 3 | -7 | 1 | 0
O=C1ON=C(c2ccccc2)/C1=C/c1ccc(OS(=O)(=O)c2ccccc2)cc1 | -1 | 16 | 8 | 84 | 1.7 | -3 | 6 | 1 | 1
O=C(COC(=O)C12CC3CC(CC(C3)C1)C2)Nc1ccccc1F | -1 | -1 | -5 | 98 | 0.8 | 9 | 7 | -1 | 1
O=C(CCN1C(=O)c2ccccc2C1=O)N1CCN(c2ccccc2)CC1 | -3 | -3 | -8 | 105 | 0.1 | -2 | 3 | 2 | -3
CCCCn1c(SCC(=O)c2ccc3c(c2)NC(=O)CO3)nc2cc(S(N)(=O)=O)ccc21 | 7 | 5 | -10 | 132 | -0.1 | 9 | -10 | -1 | 5
Cc1ccc(NC(=S)N2CCN(c3ccccn3)CC2)cc1C | -2 | -26 | 12 | 101 | 2.7 | 7 | 0 | -2 | 2
COc1cccc(C(=O)NCc2ccc(-c3nc4ccccc4s3)cc2)c1 | 1 | 10 | 15 | 114 | -2.0 | 6 | 3 | -1 | -1

Shown as tab-separated lines: entries from further up.
Compound	TPT1 inhibitor	ZTA counter	EBNA-1 inh	Yeast superoxide	PP5 primary	HCV core dimer	GASC-1 inh	CTSL1 counter	PP1 inh
O=C1CC(c2cccc(Cl)c2)CC(O)=C1C=NC1CCCC1 (stereo not drawn)	2	-11	-9	95	2.1	0	10	3	-5
CCCCn1c(SCC(=O)c2ccc3c(c2)NC(=O)CO3)nc2cc(S(N)(=O)=O)ccc21	7	5	-10	132	-0.1	9	-10	-1	5

An excerpt from above in order of the GASC-1 inh value, smallest number first:
mol	GASC-1 inh
O=C(CN(Cc1ccccc1Cl)C(=O)c1csnn1)NC1CCCC1	4
O=C(COc1ccccc1Cl)NCCC1=CCCCC1	7
NC(=O)C1(N2CCCCC2)CCN(C2CC(=O)N(Cc3cccs3)C2=O)CC1 (stereo not drawn)	169

The list goes on.
SMILES | TPT1 inhibitor | ZTA counter | EBNA-1 inh | Yeast superoxide | PP5 primary | HCV core dimer | GASC-1 inh | CTSL1 counter | PP1 inh
O=C(/C=C/c1ncc(C(F)(F)F)cc1Cl)OCc1ccccc1 | 2 | 1 | 5 | 97 | 2.1 | 4 | -4 | 0 | 1
Cc1cccc(CCNC(=O)CCNC(=O)Cn2ccc3ccccc3c2=O)c1 | 2 | 1 | -3 | 90 | 0.3 | -5 | 3 | -5 | -7
CCN(c1ccccc1)c1cc(C)nc2nc(C)nn12 | 4 | -4 | -3 | 95 | 2.5 | -2 | -4 | 6 | -3
O=C(Cn1nnc(-c2ccccc2F)n1)N1CCCCC1 | 0 | -17 | 6 | 103 | -1.9 | 4 | 1 | 3 | -2
O=c1c(-c2ccc(O)cc2)coc2c(C3O[C@H](CO)[C@@H](O)[C@H](O)[C@H]3O)c(O)ccc12 (stereo partly drawn) | 2 | 1 | 0 | 95 | 0.3 | 6 | 10 | 0 | -4
COc1cc(OC)cc(-c2cc3nc(C)c(CCC(=O)NCc4ccccc4)c(C)n3n2)c1 | -1 | -6 | -2 | 93 | 1.9 | -1 | -1 | 3 | -1
S=C1NCCOCCOCCOCCOCCN1 | -2 | -13 | 2 | 96 | 0.5 | -4 | -1 | -2 | 1
CC(NC(=O)Cc1ccc(NS(=O)(=O)c2cccc(C(F)(F)F)c2)cc1)c1ccccn1 (stereo not drawn) | 3 | -1 | 4 | 113 | 5.0 | 0 | -12 | 2 | -1
CCOC(=O)C1CCN(C(=S)Nc2ccc(Cl)cc2C)CC1 | 2 | -6 | -8 | 87 | 0.4 | -4 | -6 | -3 | -3
CCOc1ccc(N2CC(C(=O)N3CC(C)OC(C)C3)CC2=O)cc1 (stereo not drawn) | 2 | -6 | 15 | 106 | -0.4 | 17 | 13 | 4 | -3
CCOC(=O)c1ccc(NC(=O)c2nc[nH]c2C(=O)N[C@@H](Cc2ccccc2)C(=O)OC(C)(C)C)cc1 | 2 | -8 | 6 | 87 | 7.2 | -1 | 1 | 6 | -4
CC(=O)NC(Cc1c[nH]c2ccccc12)C(=O)NCc1ccc2c(c1)OCO2 (stereo not drawn) | -3 | -7 | 1 | 126 | 1.1 | 3 | -1 | -3 | -7
O=C(COC(=O)Cc1ccccc1F)Nc1cccc(S(=O)(=O)NC2=NCCCCC2)c1 | 0 | 16 | 8 | 102 | -1.4 | -3 | 2 | -11 | -5
O=C(/C=C/c1ccc(F)cc1)Nc1nc2ccccc2[nH]1 | -3 | -3 | -2 | 93 | 0.6 | 3 | 6 | 1 | 5
Cc1csc(NC(=O)CSc2nnc(-c3ccoc3C)n2CCc2ccccc2)n1 | -4 | 2 | -6 | 93 | 0.2 | 18 | 2 | 0 | 3

Screening results from PubChem.
